tim10-1 inh: growth inhibitors of tim10-1 mutant yeast, primary screen, luminescence, uHTS | inhibition, % at 20 µM | AID 463190, 2010 | 2.2% of 330,000 active | S. cerevisiae tim10-1 ts strain growth, BacTiter-Glo, 24 h;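 active means inhibition of at least 40%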;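 further: mutant grown at 25 °C; 0% = DMSO wells with yeast and 100% = wells holding no yeast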
NALP3 yeast inh: NALP3 inflammasome inhibitors in reconstituted yeast, primary screen, luminescence, uHTS; Yeast reconstituted NLRP3/ASC/caspase-1, beta-gal luminescence, 24 h; inhibition, % at 10 µM; 0.39% of 330,000 active;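 active means inhibition of 50% or more; inactive means inhibition below 50%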;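 further: plate controls were induced DMSO wells for no effect and uninduced yeast grown without galactose for full effect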
TIM10 inh: growth inhibitors of isogenic TIM10 control yeast, primary screen, counter-screen for tim10-1 yeast inhibitor project, luminescence, uHTS. S. cerevisiae TIM10 strain growth, BacTiter-Glo luminescence, 24 h. inhibition, % at 10 µM. 1.4% of 330,000 active. AID 463195, 2010;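 active means inhibition of 40% or more at the single tested concentration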;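 further: wild-type TIM10 isogenic control strain grown at permissive 25 °C; 0% = DMSO yeast wells and 100% = minimal medium wells without yeast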
NR3A LBD binder: binders of NR3A ligand-binding domain, primary screen, biophysical, differential scanning fluorimetry, uHTS; Glutamate receptor ionotropic, NMDA 3A (GRIN3A) ligand-binding domain; NR3A LBD differential scanning fluorimetry, Tm shift; 0% = protein alone, 100% = glycine-bound protein; Tm shift relative to glycine control, % at 25 µM; 2.5% of 340,000 active; AID 1259313, 2017;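 active means melting temperature shift of at least 10% of the positive control shift, at one fixed dose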
MIN6 prolif: inducers of MIN6 beta-cell proliferation, primary screen, ATP luminescence, uHTS; 0.29% of 330,000 active; proliferation, % at 10 µM; MIN6 cells proliferation, ATPlite luminescence, 48 h; cells starved in 0.2% serum; 100% = growth in 10% serum;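 active means compounds whose signal lies at least 3.5 SD above the mean of all wells on their plate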;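 further: 0% = DMSO-treated cells in low-serum medium and 100% = 10% serum control; some compounds called inactive have numbers as strong as hits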
APJ antagonist: antagonists of human apelin receptor APJ, primary screen, CHO-K1 cells, beta-arrestin complementation, luminescence | AID 2521, 2010 | 0.32% of 330,000 active | inhibition, % at 20 µM;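 active means inhibition above about 40% at 20 µM, limit read from the data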;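 further: cells challenged with 10 nM apelin-13 agonist together with compound; plate controls were apelin-13 plus DMSO wells for no effect and DMSO wells lacking apelin-13 for full effect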
Target sequence (P35414 whole entry, looked up): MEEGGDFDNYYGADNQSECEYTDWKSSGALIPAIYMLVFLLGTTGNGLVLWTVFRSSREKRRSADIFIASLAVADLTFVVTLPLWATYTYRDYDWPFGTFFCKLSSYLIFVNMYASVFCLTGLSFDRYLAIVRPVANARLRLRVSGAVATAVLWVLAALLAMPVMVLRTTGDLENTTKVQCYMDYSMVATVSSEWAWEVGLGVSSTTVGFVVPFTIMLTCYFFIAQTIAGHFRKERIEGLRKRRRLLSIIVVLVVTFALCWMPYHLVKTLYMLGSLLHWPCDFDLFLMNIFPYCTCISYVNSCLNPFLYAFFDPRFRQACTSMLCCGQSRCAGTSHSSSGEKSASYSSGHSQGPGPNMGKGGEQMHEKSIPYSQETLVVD
tim23-1 inh: growth inhibitors of tim23-1 mutant yeast, primary screen, luminescence, uHTS | AID 463212, 2010 | 1.3% of 330,000 active | inhibition, % at 20 µM | S. cerevisiae tim23-1 growth, BacTiter-Glo luminescence, 24 h;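 active means growth inhibition of the mutant yeast at or above 50%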;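 further: temperature-sensitive mutant grown at 25 °C; plate controls were DMSO-treated mutant yeast for no effect and medium wells lacking yeast for full effect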
APJ ag: agonists of human apelin receptor APJ, primary screen, CHO-K1 cells, PathHunter beta-arrestin, luminescence; 0% DMSO wells, 100% apelin; 0.11% of 330,000 active; AID 2520, 2010; activation, % at 20 µM; P35414;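 active means activation more than six SD over the plate average, tested at 20 µM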;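 further: 0% = DMSO alone and 100% = apelin-13 at 10 nM; some results filed as inactive read as strong as hits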
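assay system = CHO-K1 APJ beta-arrestin complementation cell line | input = cell density 1000 per well | dosing = compound 20 µM once, DMSO 1% | timing = compound 90 min 25 °C, reagent 1 h | measured by = luminescence from split beta-galactosidase complementation, Galacton Star/Emerald II substrate | read-out basis = APJ agonist activity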
MPTP inh: mitochondrial permeability transition pore inhibitors, primary screen, biochemical, isolated mouse mitochondria, absorbance; inhibition, % at 10 µM; 1.4% of 360,000 active; Ca2+ swelling absorbance, 30 min;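 active means inhibition of 50% or more, scaled per plate between neutral and stimulator controls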;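 further: 0% = DMSO wells given calcium and 100% = 1 mM EGTA wells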
Active calls of the source: *; . = no result given.

SMILES	tim10-1 inh	NALP3 yeast inh	TIM10 inh	NR3A LBD binder	MIN6 prolif	APJ antagonist	tim23-1 inh	APJ ag	MPTP inh
COc1ccc(-c2nc(CSCC(=O)N3CCc4ccccc4C3)c(C)o2)cc1OC	22	5	-4	-3	-1	22	22	-3	-0.4
CCOc1ccc(S(=O)(=O)Nc2ccccc2C(=O)NCc2ccco2)cc1	22	13	11	0	0	6	28	-3	-8.7
O=C(c1ccco1)N1CCN(C(=O)c2cc3ccccc3oc2=O)CC1	-16	9	-2	3	-3	2	-2	-5	-0.8
Cc1ccc2nc3c(cc2c1)c(NC(=O)c1ccco1)nn3CC(C)C	1	26	-14	2	-2	3	16	-4	0.2
C=CCN(c1ccccc1OC)S(=O)(=O)c1cccc(C(=O)NCc2cccs2)c1	14	28	5	0	-2	3	29	-7	-0.1
COc1ccc(NC(=O)c2oc3ccccc3c2CSC)cc1S(=O)(=O)N1CCOCC1	-1	-4	-6	-1	-1	4	15	-3	-0.6
CCc1c(-c2ccccc2)nc2sc3c(c2c1N)CCCC3	38	10	45*	-7	-4	7	35	1	84*
O=C(NCc1ccccc1C(F)(F)F)C1CC(c2cccc(F)c2)=NO1 (stereo not drawn)	18	28	4	4	2	16	21	1	1.5
COc1ccccc1-n1c(CNC(=O)COc2ccccc2)n[nH]c1=S	-14	11	-17	1	-4	5	-11	-4	-0.1
CC(=NCCCNC1CCCCC1)C1=C(O)CC(C)(C)CC1=O	-6	4	11	-2	-4	8	4	-4	-1.7
CC(=O)N(C(C)=O)c1nc2nc(C)cc(C)n2n1	-11	7	8	3	-1	-15	10	3	-0.4
COc1ccc(N2CCN(S(=O)(=O)c3cc4c5c(c3)C(C)C(=O)N5CCC4)CC2)cc1 (stereo not drawn)	7	18	-5	0	1	6	3	-1	-1.7
COC(=O)c1cc(OCC(=O)Nc2ccc3c(c2)CCC3)cc(C(=O)OC)c1	0	17	0	-6	-1	-15	15	-1	-1.8
COc1ccc(-c2cc3c(=O)n(CC(=O)NCCCc4ccccc4)ncn3n2)cc1	2	3	-2	-3	-2	12	17	0	-1.4
O=C(c1ccccc1Br)N1CCn2c1nc1ccccc12	3	18	-7	-1	1	2	10	-3	-4.3
O=C(CSc1nc2ccccc2c(=O)n1Cc1ccco1)NCCN1C(=O)CSC1=O	-1	5	-4	-3	1	7	-6	1	0.3
OCC[C@H]1C[C@@H](O)[C@H](O)[C@]2(CCCO2)O1	0	3	4	-1	-1	15	7	2	-1.0
CCCOC1CCCN(C(=O)c2cc(COc3c(F)cccc3F)on2)C1 (stereo not drawn)	23	12	4	0	-4	14	33	-5	-0.1
CCS(=O)(=O)N1Cc2ccccc2CC1C(=O)Nc1cccc(OC)c1 (stereo not drawn)	26	-7	-5	-1	2	17	11	-4	0.7
C=CCc1ccc(OCCCOc2ccc(C(=O)O)cc2)c(OC)c1	13	12	-5	1	-3	16	8	-1	-1.3
Cc1nnc(SC(C)C(=O)NC2CCCCC2)s1 (stereo not drawn)	5	19	-9	1	2	16	10	-1	-0.3
C/C(=N\Nc1ccccc1Cl)c1ccc(-n2ccnc2)cc1	-1	13	-39	0	-7	-3	-26	0	-0.5
Cc1nc(N)sc1N=Nc1ccc(Br)cc1	44*	28	60*	-1	-6	28	48	-7	1.8
Cc1nc2ccccc2n1C1CC(=O)N(Cc2ccccc2)C1=O (stereo not drawn)	14	-4	1	1	-2	4	6	-2	65*
CC(=O)c1nc(N2C(=O)C3CC=C(C)CC3C2=O)sc1C (stereo not drawn)	15	-3	3	2	-1	-3	27	-2	0.1
OCC1(Cc2ccccc2)CCCN(C2CCCC2)C1 (stereo not drawn)	-11	6	-20	-2	-3	-8	6	-3	-2.9
Cc1cccc(OCc2nnc(SCC(=O)c3c(N)n(C4CC4)c(=O)[nH]c3=O)o2)c1	4	-2	2	-1	1	13	8	5	-1.5
CC(C)CN(C(=O)CN1CCN(c2ccc(F)cc2)CC1)c1c(N)n(CC(C)C)c(=O)[nH]c1=O	5	8	-19	4	0	-1	9	0	2.0
O=c1cc(O)c2c(=O)n(-c3ccccc3)c3ccccc3c2o1	-30	32	-28	1	-3	7	15	1	1.3
CCCCCOc1ccc(NC(=O)CCCC(=O)O)cc1	-4	17	-9	0	0	11	9	-1	-0.8
O=C(COc1ccc(Cl)cc1Cl)N/N=C/c1ccccn1	27	31	24	0	-2	2	39	-2	-1.5
Cc1noc(C)c1C(=O)N1CCC(Cc2ccccc2)CC1	13	3	0	1	-2	5	7	-5	-0.4
Cc1nc(N2CCN(c3ccccc3)CC2)nc2c1C(=O)CC(c1ccccc1)C2 (stereo not drawn)	3	-6	3	0	-2	-9	29	-4	6.3
O=C(Nc1ccc(S(=O)(=O)N2CCCCC2)cc1)C1CC(=O)N(c2ccc(F)cc2)C1 (stereo not drawn)	20	8	20	-17	-1	6	1	-2	1.5
COC(=O)c1ccc(S(=O)(=O)NCCc2ccccc2OC)n1C	13	-1	15	-2	-2	4	4	-1	1.8
CC(=O)Nc1ccccc1C(=O)C(=O)O	-7	2	4	5	1	-3	0	0	-4.6
CC(C)CN1CC(COCc2ccccc2)Oc2ccccc2S1(=O)=O (stereo not drawn)	9	.	-26	-4	.	.	28	.	2.5
C[n+]1cn(/N=C/c2ccccc2)c2ccccc21	14	12	23	-1	1	1	2	3	0.1
Cc1cc(SCC(=O)N/N=C/c2ccc(O)cc2O)c(C)cc1Br	19	16	36	18*	-5	-6	46	6	91*
CCOC(=O)N1CCN(C(=O)c2c[nH]c3ccc(S(=O)(=O)N(C)c4ccc(F)cc4)cc3c2=O)CC1	17	22	0	0	4	0	7	-3	1.8
CCCS(=O)(=O)Nc1ccc(-c2cn3c(n2)SCC3)cc1	-7	9	12	1	-2	4	6	-2	0.5
COc1ccc(OC)c(CCNC(=O)c2ccc(NC3=NC4CS(=O)(=O)CC4S3)cc2)c1 (stereo not drawn)	5	3	-8	0	-2	13	15	-3	-0.1
Cc1ccc(C)c(NC(=O)CSc2ccc(-c3ccco3)nn2)c1	31	11	-4	2	-1	-12	17	0	-14
CC(C)CCN(C(=O)CNC(=O)c1cccs1)C(C(=O)NC1CCCC1)c1ccncc1 (stereo not drawn)	11	19	8	1	0	-9	17	0	0.3
COc1cccc(NC(=O)CSCc2cc(=O)n3ccsc3n2)c1	12	7	6	0	0	11	10	2	-1.2
CCOC(=O)c1ccc(NC(=O)CNNC(=O)COc2ccccc2C)cc1	5	2	11	0	-3	-9	17	-3	-0.2
CCCCCNC(=O)[C@@H]1CSC2c3ccccc3C(=O)N21 (stereo partly drawn)	27	18	2	3	-1	15	34	-2	0.7
O=C(N/N=C/c1ccccc1[N+](=O)[O-])c1ccc(CN2CCOCC2)cc1	10	-6	11	0	-4	8	-3	0	-0.2
COC(=O)c1nn(-c2ccc3c(c2)CCN3C(C)=O)cc1O	10	6	15	0	-5	-5	9	-4	-2.7
CCN(CCO)c1ncnc2c1sc1nc(CC(C)C)c3c(c12)CC(C)(C)OC3	6	0	17	-11	-2	8	20	5	1.5
COc1ccc(OC)c(C(=O)COC(=O)c2ccc(C)o2)c1	22	20	-8	1	-3	-27	22	-4	-0.8
CCOC(=O)c1c(-c2ccc(C)cc2)csc1NC(=O)c1cccc(N2C(=O)CCC2=O)c1	-7	17	-15	-8	-1	0	-18	-2	4.6
CCCc1ccc(O)c(N=Cc2cc(Br)cc(OCC)c2O)c1	37	32	43*	-35	-6	-17	57*	0	14
CN1C(=O)[C@H]2[C@@H](/C=C/c3ccccc3)N3C(=O)CN(CCO)C(=O)[C@@]3(Cc3ccccc3)[C@H]2C1=O	12	15	-15	0	-6	-2	-5	-3	-0.1
COc1cc2c(cc1OC)C(C)N(C(=O)c1ccc(C)o1)CC2 (stereo not drawn)	-2	10	-3	1	3	14	15	-4	2.0
COc1ccc(NC(=O)C2C3C=CC(O3)C2C(=O)NCc2cccnc2)cc1 (stereo not drawn)	3	17	0	-3	-1	-7	5	-1	-0.3
O=C(COC(=O)c1ccc(Sc2ccccc2)c([N+](=O)[O-])c1)NC1CCCc2ccccc21 (stereo not drawn)	-8	5	-10	0	-3	0	-28	-5	0.7
Nc1ccc(S(=O)(=O)Nc2nccc(/C=C/c3cccc(Br)c3)n2)cc1	-4	15	-8	4	1	-18	-10	1	-0.2
CCc1cc2c(cc3c(=O)n(CC(=O)N4CCN(c5ccccn5)CC4)nc(CC)n32)s1	26	15	22	4	-3	-1	28	0	0.3
CCNc1nc(N)c(C(=C(C#N)C#N)c2ccccc2)s1	14	9	20	0	7.3*	-1	15	6	0.6

3 records picked at random from the list so far:
SMILES	tim10-1 inh	NALP3 yeast inh	TIM10 inh	NR3A LBD binder	MIN6 prolif	APJ antagonist	tim23-1 inh	APJ ag	MPTP inh
O=C(N/N=C/c1ccccc1[N+](=O)[O-])c1ccc(CN2CCOCC2)cc1	10	-6	11	0	-4	8	-3	0	-0.2
CCOC(=O)c1c(-c2ccc(C)cc2)csc1NC(=O)c1cccc(N2C(=O)CCC2=O)c1	-7	17	-15	-8	-1	0	-18	-2	4.6
CCc1cc2c(cc3c(=O)n(CC(=O)N4CCN(c5ccccn5)CC4)nc(CC)n32)s1	26	15	22	4	-3	-1	28	0	0.3

Later entries:
SMILES	tim10-1 inh	NALP3 yeast inh	TIM10 inh	NR3A LBD binder	MIN6 prolif	APJ antagonist	tim23-1 inh	APJ ag	MPTP inh
O=C(Nc1ccc(Cl)c(S(=O)(=O)N2CCOCC2)c1)c1ccc(Cl)nc1	3	6	2	1	0	-6	7	9	0.6
OC1(c2cccc(C(F)(F)F)c2)CCN(Cc2nc(-c3cnccn3)no2)CC1	8	-7	-3	-1	-1	-2	3	1	-0.4
COc1cccc(N(CC(=O)NC2CCCCC2)C(=O)CCC(=O)Nc2nc(C)cs2)c1	5	14	10	1	-1	16	-6	-4	1.5
O=C(Nc1ccc(-c2nc3ccccc3s2)c(O)c1)C1=COCCO1	-15	-3	1	36*	-2	9	-23	-5	-1.9
CCc1ccc(NC(=O)c2cc3c(C)nc4ccccc4c3o2)cc1	32	-1	10	3	-3	7	34	1	11
O=C(O)C1CCN1C1CCCCC1 (stereo not drawn)	15	-4	-4	-1	0	7	9	0	-0.4
COc1cc(S(=O)(=O)N2CCCC2)c(C)cc1C	15	60*	-28	0	0	3	12	-2	-0.8
O=c1[nH]cnc(O)c1C(c1ccc(Br)cc1)c1c(O)nc[nH]c1=O	11	5	5	0	3	9	14	0	0.9
Cc1cc(-c2nn(-c3ccccc3F)cc2CN2CCN(c3ccccn3)CC2)c(C)s1	30	20	25	-1	-6	14	13	-1	1.5
CCOc1ccccc1NC(=S)NCCc1ccc(F)cc1	20	16	15	0	-3	-9	33	-3	-1.1
COc1ccc2nc(SCC(=O)NCc3ccc4c(c3)OCO4)[nH]c2c1	-7	0	0	0	0	6	-4	-3	-0.2
COc1ccccc1N1CCN(CC(=O)c2ccc3ccn(C(C)=O)c3c2)CC1	14	18	2	1	1	6	16	0	3.2
O=c1[nH]c2ccccc2c(O)c1-c1cc2ccccc2oc1=O	-34	15	-5	.	-3	8	4	-2	.
CC(C)(C)NC(=O)CCN(/N=C/c1ccncc1)C1=NS(=O)(=O)c2ccccc21	18	2	-25	-1	-3	-13	-5	-4	1.6

Source: PubChem
